GLP-1R inv ag = GLP-1 receptor (human) inverse agonism; 410,000 tested, 1.6% active; HEK293 GLP-1R CRE-luciferase, luminescence, 24 h; GLP-1R form is constitutively active; Potency, µM (top dose mostly 38.3 µM), for inactives: top-dose activity change, negative = inhibition, actives largely listed as inhibitors; P43220; further: potency means the concentration at half of the fitted maximal effect; on the % scale 0 is the no-effect control and ±100 the full control effect; nearly all actives have a fitted effect of over 55% in size
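Inverse agonism was detected as reduced cAMP-driven luciferase luminescence after 24 h compound treatment. The cells were HEK293 clones expressing constitutively active human GLP-1R with the reporter. Reporter-only and GPR119 cell lines served as counterscreen controls.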
FUS suppressor = suppressors of FUS proteinopathy in yeast | S. cerevisiae FUS-expressing, growth rescue, OD600, 24 h | Potency, µM (doses to about 76.6 µM), for inactives: at the highest dose growth rescue (activation), hits mostly activators | 390,000 tested, 0.24% active;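 further: potency means the concentration at half of the fitted maximal effect; plate controls were DMSO vehicle for no effect and reference control for full effect; nearly all actives have a fitted effect of over 55% in size; some results filed as inactive show a strong effect at the top dose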
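Toxicity suppression screen in FUS-yeast. Cells induced with 2% galactose, starting OD 0.005, treated 24hr at 30C with compounds at multiple final concentrations; growth by OD600.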
PTHR1 ag = activates the human parathyroid hormone receptor PTHR1; HEK293 GP2 PTHR1 cells, GloSensor cAMP luminescence, 1 h; Potency, µM (highest dose often 115 µM), for inactives: top-dose activation, hits mostly activators; 410,000 tested, 0.075% active; Q03431; AID 743266; further: potency means the concentration at half of the fitted maximal effect; nearly all actives have a fitted effect of over 55% in size; some results filed as inactive show a strong effect at the top dose; inactives centre near -15; many of its hits are not listed in these tables
Target sequence (Q03431 whole entry, looked up): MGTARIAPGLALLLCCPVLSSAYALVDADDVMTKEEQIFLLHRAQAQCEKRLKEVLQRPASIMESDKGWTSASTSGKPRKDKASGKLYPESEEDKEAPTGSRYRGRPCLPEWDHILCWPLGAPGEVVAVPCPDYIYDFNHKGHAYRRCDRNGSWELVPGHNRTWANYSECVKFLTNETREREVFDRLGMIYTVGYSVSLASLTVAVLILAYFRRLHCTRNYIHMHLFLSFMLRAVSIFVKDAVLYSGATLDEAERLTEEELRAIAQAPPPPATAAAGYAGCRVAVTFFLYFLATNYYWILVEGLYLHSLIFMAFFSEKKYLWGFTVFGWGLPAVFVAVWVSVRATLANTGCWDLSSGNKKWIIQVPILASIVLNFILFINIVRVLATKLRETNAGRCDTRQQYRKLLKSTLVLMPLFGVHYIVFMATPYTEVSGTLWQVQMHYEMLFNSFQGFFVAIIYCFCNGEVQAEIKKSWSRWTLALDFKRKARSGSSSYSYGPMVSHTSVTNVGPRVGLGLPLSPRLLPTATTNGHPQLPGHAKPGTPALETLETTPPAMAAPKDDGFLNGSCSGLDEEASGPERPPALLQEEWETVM
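HEK-293-derived GP2 cells expressing PTHR1 and a GloSensor cAMP reporter, 3,000/well, plated overnight, given luciferin plus IBMX (each 0.5 mM as added) for 1 h at 37 °C, then compound for 1 h at 37 °C. Luminescence was read after 15 min at room temperature.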
DRD3 antagonist = antagonists of human D3 dopamine receptor | D3R cells, DiscoveRx beta-arrestin luminescence, antagonist mode; stronger effect = lower value | max response, negative = inhibition, % | 360,000 tested, 2.5% active; in the data active means max response below about -50%; inconclusive means no clear call, values can overlap the other calls; further: on the % scale 0 is the no-effect control and ±100 the full control effect; mostly tested at two doses, the higher about 12 µM
Target sequence (P35462 whole entry, looked up): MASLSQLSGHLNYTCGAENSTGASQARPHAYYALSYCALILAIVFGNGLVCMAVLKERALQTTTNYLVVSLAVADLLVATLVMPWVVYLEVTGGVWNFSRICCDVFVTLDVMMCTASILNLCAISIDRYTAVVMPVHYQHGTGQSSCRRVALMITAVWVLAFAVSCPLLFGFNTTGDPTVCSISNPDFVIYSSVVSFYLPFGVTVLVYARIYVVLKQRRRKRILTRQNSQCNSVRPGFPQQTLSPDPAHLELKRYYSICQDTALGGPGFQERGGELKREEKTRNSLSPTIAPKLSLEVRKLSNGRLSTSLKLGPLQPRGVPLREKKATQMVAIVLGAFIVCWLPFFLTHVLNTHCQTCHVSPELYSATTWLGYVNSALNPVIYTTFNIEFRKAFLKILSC
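Cells plated overnight at 1500 cells/well, then exposed to library compounds with dopamine controls for 90 minutes at 37 degrees C. DiscoveRx reagent added for 30–60 minutes at room temperature; luminescence read, quantitative HTS format.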
pAkt inh = Akt phosphorylation inhibition | 360,000 tested, 0.32% active | activity change, % for hits at 50 µM | AID 651550 | Neuro2A IGF-stimulated pAkt S473 HTRF, 20 min; stronger effect = lower value; in the data active means activity change below about -80%; inconclusive means mostly about -51% to -80%; further: on the % scale 0 is the no-effect control and ±100 the full control effect
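Neuro2A cells in DMEM with 0.5% FBS, overnight at 37 deg C, given compound at single 50 µM final, then IGF (6 nM final) for 20 min at 37 deg C. Lysed; phospho-Akt Ser473 by HTRF after 24 h, 665/615 ratio.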
TDP-43 yeast inh = TDP-43 toxicity inhibition in yeast; 410,000 tested, 1.8% active; Potency, µM (doses to about 46.1 µM), for inactives: at the highest dose growth rescue (activation), actives largely listed as activators; TDP-43 expressing yeast growth rescue, BacTiter-Glo, 24 h; further: potency means the concentration at half of the fitted maximal effect; % of control where 0% means no effect; nearly all actives have a fitted effect of over 50% in size
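Growth rescue of TDP-43-toxic yeast measured as ATP luminescence (BacTiter-Glo). Cells grown to mid-log in raffinose, induced in galactose at OD600=0.02, exposed to compound 24 hr at 30 deg C.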
GLP1R ag = agonists of human GLP-1 receptor; 380,000 tested, 0.007% active; P43220; Potency, µM (titrated, usually from 45.6 µM), without a hit: top-dose activation, hits mostly activators; HEK293 GLP-1R CRE-luciferase, luminescence, 4-6 h; cells express a hypersensitive GLP-1R form; further: potency means the concentration at half of the fitted maximal effect; % of control where 0% means no effect
aSyn rescue = inhibitors of alpha-synuclein toxicity in yeast. AID 652106. 370,000 tested, 0.14% active. Potency, µM (series often up to 46.1 µM), for the others: top-dose growth rescue (activation), most hits filed as activators. Yeast expressing alpha-synuclein, growth rescue, BacTiter-Glo, 24 h; further: potency means the concentration at half of the fitted maximal effect; % of control where 0% means no effect; nearly all actives have a fitted effect of over 65% in size
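Rescue of yeast growth: cells expressing toxic alpha-synuclein, induced in galactose at OD600 0.02, incubated with compound 24 h at 30 C. ATP luminescence quantified growth; inhibitors of toxicity appear as activators.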
Abeta rescue = A-beta toxicity reversal in yeast | yeast expressing A-beta42, growth rescue, OD600, 48 h; response scale: 0% DMSO, 100% iron-clioquinol control | Potency, µM (titrated, usually from 46.1 µM), for inactives: top-dose growth rescue, actives largely listed as activators | 410,000 tested, 0.063% active; further: potency means the concentration at half of the fitted maximal effect; nearly all actives have a fitted effect of over 55% in size
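Yeast growth medium received pinned compounds, then yeast cells expressing toxic A-beta were added; plates incubated at 30 C for 48 hr. Growth read as absorbance at 600 nm, normalized to DMSO and equimolar FeCl3 plus clioquinol controls.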
* hit, by the source's call; i = inactive; ? = inconclusive; nt = no result given; [ ] = dose if it differs, or a comment. Unless noted, the call rests on the fitted dose curve; in most records, active means well fitted curve in the direction sought with a large enough effect; inconclusive means small, poorly fitted or top-dose-only effect, or another doubt; inactive means no such curve, though single readings can be large; an effect the other way counts as inactive or inconclusive. The list is partial; the hit share may differ from the screen's.

Value order – GLP-1R inv ag	FUS suppressor	PTHR1 ag	DRD3 antagonist	pAkt inh	TDP-43 yeast inh	GLP1R ag	aSyn rescue	Abeta rescue
Cc1cc(/C=C(\C#N)C(=O)NCCc2c[nH]c3ccccc23)c(C)n1C
 : -19%	-13%	-4%	-14	i	13%	15%	-6%	-6%
O=C(O)c1ccc(NC2=C/C(=N/S(=O)(=O)c3cccs3)c3ccccc3C2=O)cc1
 : ?	28%	-39%	-84*	i	-23%	-4%	-14%	-24%
NS(=O)(=O)c1ccc(N2CCN(CCOc3ccc(Cl)cc3)CC2)nc1
 : ?	1%	-40%[inhibitor]	-12	i	5%	16%	-5%	4%
CCOc1ccc(NCc2cccn2-c2nnc(N3CCC(C(=O)NCCCN4CC(C)CC(C)C4)CC3)s2)cc1 (stereo unspecified)
 : ?	32%	i	0	i	-12%	13%	-2%	-15%
CCOc1ccc(-n2c(Cc3ccccc3)nnc2SCc2nc(-c3cccs3)no2)cc1
 : ?	40%	-23%	nt	nt	5%	nt	nt	4%
Cc1ccc(S(=O)(=O)NCc2ccccc2C)cc1
 : -11%	-10%	-32%[inhibitor]	-11	i	8%	2%	0%	-7%
Cc1ccc(NC(=S)NC2CCCC2)c(C)c1
 : ?	-13%	-5%	17	i	3%	1%	-10%	?
CCCCn1c(N)c(N(CCC(C)C)C(=O)COC(=O)/C=C/c2ccc(F)cc2)c(=O)[nH]c1=O
 : 0%	nt	10%	-13	i	-15%	0%	-7%	-9%
O=C(CN1C(=O)NC2(CCc3ccccc32)C1=O)NCCc1ccccc1 (stereo unspecified)
 : 4%	-2%	i	?	i	5%	-10%	1%	-7%
CS(=O)(=O)NC1c2cccc3cccc(c23)C1Sc1nncn1/N=C/c1ccco1 (stereo unspecified)
 : 1%	31%	-6%[57.5 µM]	8	i	-14%	-4%	-10%	-18%
COCCn1c(SCC(=O)NC2CCCCC2)nnc1-c1ccco1
 : 14%	12%	i	-4	i	-3%	2%	-2%	-6%
C=CCC1(CC=C)CC(Cc2cnccn2)N(C(=O)OC(C)(C)C)C1 (stereo unspecified)
 : ?	4%	-56%[inhibitor]	12	i	?	9%	-1%	-16%
Cc1ccccc1OCC(O)CN1CCN(CC(O)COc2ccccc2C)CC1 (stereo unspecified)
 : 8.9µM*	-2%	-25%	-57*	i	6%	-2%	4%	10%
COc1ccc(/C=C2\SC(N)=NC2=O)cc1Br
 : 249%[activator]	16%	-44%[inhibitor]	-6	i	-6%	-1%	5%	-4%
Cn1cnc(S(=O)(=O)N2CCC(C(=O)NCc3ccc(Cl)cc3)CC2)c1
 : 12%	-10%	15%	nt	nt	6%	nt	nt	-9%
O=C(c1cc(C2CC2)nn1-c1ccccc1)N1CCN(c2ccccn2)CC1
 : ?	2%	-11%	12	i	-8%	6%	1%	6%
CCOC(=O)C1=C(CN2CCN(c3ccc(OC)cc3)CC2)NC(=O)NC1c1ccc(Cl)cc1 (stereo unspecified)
 : -19%	18%	-29%	nt	nt	7%	1%	nt	18%
Cc1ccc(CN2CCSc3ccc(C(=O)NCCc4ccccc4)cc32)cc1
 : -3%	6%	-17%	nt	nt	17%	nt	nt	-6%
O=C(N1CCOCC1)C12CC3CC(C1)CC(C(=O)N1CCOCC1)(C3)C2
 : 0%	5%	i	-7	i	2%	-7%	-4%	12%
C/C(=N\NC(=O)C1CCCC1)c1ccc(Cl)cc1
 : 31%	-5%	i	0	i	8%	10%	-3%	11%
Cc1ccc(S(=O)(=O)N2CCCc3cc(NS(=O)(=O)c4cccc(Cl)c4)ccc32)cc1
 : ?	?	-92%[inhibitor]	nt	nt	0%[9.22 µM]	nt	nt	1%
Cc1cccc(C)c1OCCN1CCCC1
 : -8%	-6%	-34%[inhibitor]	-8	i	11%	-7%	-1%	20%
Cc1cc(NC(=O)CSc2nc3c([nH]c4ccccc43)c(=O)n2-c2cccc(Cl)c2)no1
 : -9%	10%	4%	nt	nt	13%	12%	?	-2%
C[C@H](CO)N1C[C@H](C)[C@@H](CN(C)S(=O)(=O)c2ccc(F)cc2)Oc2ccc(NC(=O)C3CC3)cc2C1=O
 : 4%	12%	-6%	2	i	8%	0%	-1%	5%
CN(C)c1nc(N2CCOCC2)nc(N(c2ccccc2)c2ccccc2)n1
 : -10%	-11%	-8%	10	i	5%	-2%	1%	1%
C=CCN1C(=O)c2ccc(C(=O)N3CCN(S(=O)(=O)c4cc(C)ccc4C)CC3)cc2C1=O
 : 1%	35%	-22%	-23	i	1%	-3%	7%	-47%[inhibitor]
CC(NC(=O)c1ccc(Br)cc1Br)c1ccccc1 (stereo unspecified)
 : -30%	-19%	-2%	16	i	?	8%	1%	-5%
COc1ccc(OC)c(NC(=O)Cn2c(=O)n(Cc3nc(C)no3)c(=O)c3ccccc32)c1
 : 8%	-17%	i	nt	nt	8%	nt	nt	7%
N#Cc1ccc(CN2CCN(CC(=O)NCCc3ccc(Cl)cc3Cl)CC2)cc1
 : ?	45%	-31%[inhibitor]	?	i	-21%	9%	-5%	-3%
CNc1nc(OCC(F)(F)F)nc(N2CCOCC2)n1
 : 100%[activator]	-10%	i	3	i	-16%	2%	-1%	-2%

The closing two compounds of the part before come first, to join the parts:
Value order – GLP-1R inv ag	FUS suppressor	PTHR1 ag	DRD3 antagonist	pAkt inh	TDP-43 yeast inh	GLP1R ag	aSyn rescue	Abeta rescue
N#Cc1ccc(CN2CCN(CC(=O)NCCc3ccc(Cl)cc3Cl)CC2)cc1
 : ?	45%	-31%[inhibitor]	?	i	-21%	9%	-5%	-3%
CNc1nc(OCC(F)(F)F)nc(N2CCOCC2)n1
 : 100%[activator]	-10%	i	3	i	-16%	2%	-1%	-2%
CN(CC(=O)Nc1ccccc1F)S(=O)(=O)c1ccc2c(c1)n(C)c(=O)c(=O)n2C
 : 7%	-19%	i	8	i	11%	3%	0%	nt
CC(=O)Nc1ccc(NC(=O)CSc2nnc(-c3cccs3)n2C)cc1
 : 1%	-12%	i	4	i	0%	8%	1%	-1%
OCC1(CCOc2ccccc2)CCN(Cc2ccc(OC(F)F)cc2)CC1
 : ?	-1%	-31%	?	i	-14%	23%	8%	2%
O=C(NCc1cccnc1)C(=O)NCC1OCCCN1S(=O)(=O)c1ccccc1 (stereo unspecified)
 : -8%	nt	i	4	i	13%	-2%	-1%	11%
CCN(CC)C(=O)c1sc2c(c1C)c(=O)n(Cc1ccccc1)c(=O)n2Cc1cc(C)ccc1C
 : -27%	16%	i	nt	nt	41%	nt	nt	-7%
O=C(Nc1ccnn1C1CCN(C2CCC2)CC1)c1cccc(F)c1
 : 0%	4%	i	2	i	-4%	-3%	-2%	10%
O=C(CCN1C(=O)c2ccc([N+](=O)[O-])cc2C1=O)Nc1ccccc1C(=O)O
 : 3%	19%	-13%	-5	i	-13%	0%	7%	-1%
COc1ccc(N2CCN(C3CCCN(Cc4ccc(F)c(F)c4)C3)CC2)cc1 (stereo unspecified)
 : ?	-6%	-22%	?	i	1%	-3%	1%	4%
CCOC(=O)c1ccccc1NC(=O)CSc1nc(=O)[nH]c2c1CCC2
 : 9%	-7%	i	nt	nt	23%	nt	nt	6%
CN(CC(=O)Nc1ccccc1F)CC(=O)Nc1ccccc1Br
 : 0%	5%	-5%	5	i	22%[9.22 µM]	9%	1%	-2%
CC(C)NC(=O)CC1(C(=O)NCc2ccc(Cl)cc2)CCCC1
 : -18%	-9%	i	-6	i	5%	2%	-3%	-1%
Cn1c(CCNC(=O)OC(C)(C)C)n[nH]c1=S
 : 10%	-16%	?	-9	i	-10%	1%	8%	9%
CN(C)c1nc2c(c(=O)[nH]c(=O)n2C)n1CCOc1ccccc1
 : 22%	-16%	-40%[inhibitor]	7	i	16%	18%	1%	2%
O=C(CCc1nnc(COc2ccccc2)o1)NCc1ccccc1C(F)(F)F
 : -17%	11%	i	10	i	17%	3%	10%	9%
COc1cc(C(=O)N2CCCC(c3cc(C(=O)NCc4ccc(F)cc4)no3)C2)cc(OC)c1C (stereo unspecified)
 : -58%	?	-6%	0	i	24%	16%	12%	-7%
Cc1ccc(CNC(=O)c2ccc(N3CCC4(CC3)CC(c3cccc(Br)c3)=NO4)c(NC(=O)c3c(Cl)cccc3Cl)c2)cc1
 : 2%	34%	-19%	-25	i	5%	-4%	-1%	-7%
COC(C[C@@H](O)C[C@H](O)[C@H](C)OCc1ccccc1)OC
 : 3%	-32%	-24%	1	i	15%	-2%	1%	-12%
O=S1(=O)N[C@@H](Cc2ccccc2)COc2cc(N3CCC[C@@H]3CO)ccc21
 : -22%	9%	-32%[inhibitor]	?	i	7%	-5%	1%	-9%
COC(=O)c1ccc(C23CC4(C2)[C@H](CN(Cc2ccc(C(F)(F)F)cc2)[C@@H]4c2ccccc2)C3c2ccc(Cl)nc2)cc1 (stereo partly specified)
 : -22%	?	i	-12	i	3%	3%	3%	4%
Cc1cccc(C)c1NC(=O)C1(NC(=O)C2CCCN2C(=O)OC(C)(C)C)CCCCC1 (stereo unspecified)
 : 0%	16%	-1%[57.5 µM]	13	i	23%	27%	-6%	-4%
COc1cccc2cc(-c3cn4cccc(C)c4n3)c(=O)oc12
 : 57%[activator]	19%	i	-1	i	26%	6%	0%	1%
CN1C(=O)CC(C(=O)O)SC1=Nc1ccc(F)cc1 (stereo unspecified)
 : 5%	-1%	i	-11	i	-9%	-1%	0%	19%
Cc1ccccc1CNC(=O)C(=O)NCC(c1ccc2c(c1)OCO2)N1CCOCC1 (stereo unspecified)
 : 7%	7%	i	nt	nt	25%	nt	nt	?
COc1cc(C(=O)N=c2sc3c(C)ccc(OC)c3n2C)cc(OC)c1OC
 : 7%	-14%	-4%	5	i	4%	12%	1%	7%
CCCNC(=O)c1ccccc1NC(=O)c1ccccc1N(C)S(C)(=O)=O
 : -1%	6%	i	0	i	1%	-11%	-7%	-5%
